Source: PubChem BioAssay (several laboratories)
GPR55 beta-arrestin – GPR55 agonists via beta-arrestin recruitment, primary screen, imaging, U2OS cells, beta-arrestin-GFP redistribution (AID 1961); U2OS GPR55 beta-arrestin-GFP redistribution imaging; higher % means a stronger effect; one-dose activation, % at 10 µM; EC50 in µM for titrated hits; actives 0.048% (n = 290,000);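 active = activation above 40% with more than 50 cells counted in the well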;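 note: U2OS osteosarcoma cells stably expressing GPR55 and beta-arrestin-GFP; plate controls were DMSO negative control for no effect and LPI positive control for full effect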
KOR beta-arrestin-1 – kappa opioid receptor activators – cell-based, luminescence, uHTS, primary screen (AID 1777) | KOR beta-arrestin recruitment, luminescence; higher % means a stronger effect | actives 0.02% (n = 280,000) | activation, % at 10 µM, or EC50 in µM where a hit was titrated; in the data active = activation above about 50%, passing the limit was not always enough; note: a part of the inactive calls stands beside numbers as strong as those of hits
KOR beta-arrestin-2 – KOR antagonists, beta-arrestin recruitment, cell-based, luminescence, uHTS (AID 1778). KOR beta-arrestin recruitment, luminescence, antagonist mode; higher % means a stronger effect. inhibition, % at 10 µM, or IC50 in µM where a hit was titrated. actives 0.091% (n = 290,000); note: strong numbers were not always called active
Myeloid diff 2 – promotes myeloid progenitor differentiation; ER-HoxA9 myeloid progenitors, lysozyme-GFP differentiation, flow cytometry; calls only at 10 µM; actives 1% (n = 360,000); AID 624256;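 active = normalized GFP-positive differentiation at or above the plate's own cutoff, the solvent-only control mean plus 3 SD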;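 note: cells exposed to compound for four days before flow analysis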
HEK293 NOD2/NF-kB – NOD2 signaling inhibitors, cell-based, luminescence, uHTS, HEK293 (AID 1566). HEK293 NOD2/NF-kB luciferase reporter, luminescence; higher % means a stronger effect. inhibition, % at 4 µM, or EC50 in µM where a hit was titrated. actives 0.63% (n = 290,000); note: many of its hits are not listed in these tables
T cell HTS – modulates CD8 T cell binding to vesicles | 2C CD8+ T cell-vesicle binding, flow cytometry; active compounds read low | calls only at 7 µM | actives 0.068% (n = 330,000);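 active = response, share of CD8 T cells binding vesicles, and their 90th percentile fluorescence all below set limits, cut at about 80% in these data, passing the limit was not always enough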
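material = purified 2C TCR transgenic mouse naive CD8+ T cells | controls = Unloaded micro-vesicles (low), QL9 vesicles with 0.7% DMSO (high) | detection = cytometric PE anti-B7-1 and Alexa647 anti-CD8 signals after 1% paraformaldehyde fixation | incubation = binding step 1.5 h, 37 °C, antibody labelling 20 min, ice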
GPR55 LPI antagonism – GPR55 antagonists blocking LPI-driven arrestin recruitment, primary screen, imaging, U2OS, beta-arrestin-GFP, LPI agonist (AID 2013) | U2OS GPR55 beta-arrestin-GFP translocation imaging, LPI antagonism; higher % means a stronger effect | inhibition, % at 10 µM, or IC50 in µM where a hit was titrated | actives 0.13% (n = 290,000);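 active = spots per cell inhibited over 60%, with over 100 cells counted and total cytoplasm intensity under 500,000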;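 note: U2OS cells stably carrying GPR55 and arrestin-GFP stimulated by 5 µM LPI near EC80; imaged beta-arrestin-GFP aggregate spots per cell after agonist stimulation; plate controls were LPI-stimulated DMSO wells for no effect and DMSO wells without LPI for full effect; some results filed as inactive read as strong as hits; confirmed hits need IC50 under 10 µM and bright autofluorescent wells are also inconclusive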
NTR1 ag – agonists of NTR1, primary screen, imaging, U2OS cells, beta-arrestin-GFP, high content (AID 493036); NTR1-U2OS beta-arrestin-GFP spot imaging, agonist mode; activation, % at 20 µM; actives 0.17% (n = 330,000);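 active = activation at or above 40% of the spot to cytoplasm intensity ratio, with at least 20 cells analyzed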;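 note: 0% = DMSO without peptide and 100% = 100 nM NTR1 peptide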
Target sequence (P30989 whole entry, looked up): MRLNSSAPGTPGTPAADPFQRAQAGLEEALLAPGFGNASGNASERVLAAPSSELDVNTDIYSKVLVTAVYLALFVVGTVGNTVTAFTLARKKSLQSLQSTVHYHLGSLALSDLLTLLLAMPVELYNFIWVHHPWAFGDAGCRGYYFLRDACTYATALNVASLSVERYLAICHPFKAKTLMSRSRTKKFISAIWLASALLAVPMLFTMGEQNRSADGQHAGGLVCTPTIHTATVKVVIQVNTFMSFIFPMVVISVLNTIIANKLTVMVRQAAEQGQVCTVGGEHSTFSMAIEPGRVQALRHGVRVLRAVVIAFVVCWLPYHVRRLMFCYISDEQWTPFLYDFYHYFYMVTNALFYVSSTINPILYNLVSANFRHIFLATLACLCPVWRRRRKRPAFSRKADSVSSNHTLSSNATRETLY
NOD1 inhibition – NOD1 signaling inhibitors, primary screen, cell-based, luminescence, uHTS (AID 1578); NOD1-driven NF-kB luciferase reporter cells, luminescence; higher % means a stronger effect; inhibition, % at 4 µM; hits with a dose series show EC50 in µM; actives 1% (n = 290,000); in the data active = inhibition mostly above about 36%, no sharp cut-off; inactive = mostly below about 34%;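 note: HEK-293T reporter cells stimulated with the NOD1 agonist gamma-tri-DAP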
T cell HTS vesicle-bound % – second read-out of T cell HTS, no call of its own (marks repeat the call); double positive events, %; measured here: CD8+ vesicle-bound cell fraction;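 binding gate set so that unloaded-vesicle control wells show 10% double positive cells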
NTR1 ag cell count 20 µM – further read-out of NTR1 ag, marked with its call; cell count; measured here: cell count, cytotoxicity flag
Myeloid diff 2 GFP+ MAC1+ % – recorded beside Myeloid diff 2, whose call it bears; GFP+ MAC1+ double positive, %; measured here: differentiation confirmed by MAC1 staining
The depositor's hits bear a star; i = inactive; · = no result given; [ ] = remark or other dose. Cut-off read from the data, not from the text of the source, unless noted: active = inhibition above about 50%; inactive = the rest. A portion of the library, so the mix of outcomes need not match the whole.

Fields – GPR55 beta-arrestin	KOR beta-arrestin-1	KOR beta-arrestin-2	Myeloid diff 2	Myeloid diff 2 GFP+ MAC1+ %	HEK293 NOD2/NF-kB	T cell HTS	T cell HTS vesicle-bound %	GPR55 LPI antagonism	NTR1 ag	NTR1 ag cell count 20 µM	NOD1 inhibition
CSC(=S)N/N=C(\C)c1ccc(Br)cc1
  0.2%	-5.6%	46%	i	0.2	·	i	30	-10%	5.0	29	·
O=C(O)[C@@H]1CSC2(CCSC2)N1 (some centres not stated)
  0.3%	-0.6%	-10%	·	·	0%	·	·	-4%	·	·	-17%
O=S(=O)(Nc1ccc2c(c1)OCO2)c1cccs1
  -0.3%	3.6%	-11%	i	2.0	-7%	i	40	-10%	1.7	79	-36%
O=C(NNc1ccccc1[N+](=O)[O-])Nc1ccccc1
  0.5%	-0.6%	-32%	i	0.6	7%	i	9	6%	-0.7	59	-19%
Cc1ccc(C(=O)CSc2nnc(CNc3nc(-c4ccccc4)cs3)n2C)cc1
  -0.2%	4.4%	-17%	i	1.1	-11%	i	43	0%	0.5	61	18%
CSC1=NCCN1C(=O)Cc1ccc(-c2ccccc2)cc1
  -0.6%	-1.8%	0%	i	0.7	-7%	i	9	-5%	-0.6	47	-2%
COc1cccc(C(=O)N2CCN(Cc3ccccn3)CC2)c1
  -0.1%	-2.6%	-1%	i	0.2	4%	i	30	14%	-0.2	44	6%
N#Cc1c(C(F)(F)F)cc(=O)[nH]c1SCC(=O)O
  -0.2%	6.5%	-15%	i	0.2	3%	i	36	6%	-0.8	52	-33%
O=C(N/N=C/c1ccc[nH]1)c1ccccc1O
  0.3%	-3.1%	-36%	i	0.3	-17%	i	34	11%	0.4	28	-38%
Cc1ccc(C(=O)N/C(=C/c2ccco2)C(=O)N2CCOCC2)cc1
  -0.1%	-2.6%	-20%	i	1.4	9%	i	20	-3%	2.0	36	1%
O=C(C#Cc1ccccc1)Nc1cccc(F)c1
  -0.1%	5.1%	-45%	·	·	-22%	i	61	-3%	2.6	67	17%
COc1ccc(C(=O)NCC2OCCc3ccccc32)cc1OC (configuration not stated)
  -0.3%	0.7%	-24%	i	0.3	22%	i	37	-6%	-0.5	42	-42%
CC(Sc1nnnn1C)C(=O)Nc1ccc(Oc2ccccc2)cc1 (configuration not stated)
  -0.1%	0.3%	-4%	i	0.8	-9%	i	20	-15%	-0.5	92	-12%
CCc1ccc(NC(=O)c2cc(-c3ccco3)on2)cc1
  -0.2%	-1.4%	-14%	i	0.9	-20%	i	33	6%	2.6	41	13%
Cc1c(-n2c(=O)n(Cc3ccccc3)c(=O)c3[nH]cnc32)cccc1S(C)=O (configuration not stated)
  0.6%	-1.3%	11%	i	0.3	15%	i	47	0%	-0.3	89	1%
O=C(O)c1nc(-c2ccccc2)n(-c2ccc(Cl)cc2)n1
  0.0%	-0.7%	-5%	i	1.3	17%	i	39	-13%	-0.7	54	13%
COc1ccc(OC)c(NS(=O)(=O)c2c(C)nc3sccn3c2=O)c1
  -0.1%	-8.8%	-41%[20 µM]	i	2.5	4%	i	12	-4%	-2.0	57	-12%
O=C(Nc1ccc2c(c1)OCCO2)c1coc2ccccc2c1=O
  -0.2%	7.4%	-27%	i	0.5	-8%	i	17	-12%	0.7	55	-35%
CCOC(=O)CCCNS(=O)(=O)c1c(C)ccc2nsnc12
  -0.1%	-3.2%	24%	i	0.6	2%	i	25	-8%	-1.2	100	-39%
CN(C(=O)C1CCN(S(=O)(=O)c2cccs2)CC1)c1ccccc1
  -0.1%	-2.3%	-10%	i	0.4	2%	i	42	8%	-1.5	67	-26%
CC1CN(C(=O)c2cc3cc([N+](=O)[O-])ccc3oc2=O)CC(C)O1 (configuration not stated)
  0.1%	-4.0%	-18%[20 µM]	i	0.4	17%	i	51	7%	-1.6	76	-19%
Clc1ccc(-c2c[n+](Cc3cccc(Cl)c3)c3n2CCC3)cc1
  1.5%	1.0%	-15%	i	1.3	1%	i	47	25%	-0.2	39	-12%
COc1ccc(-n2c(=O)cc(N3CCN(c4ccccc4OC)CC3)[nH]c2=O)cc1
  0.8%	-0.1%	-21%	i	2.1	-10%	i	29	5%	0.4	76	-11%
O=C(COc1ccccc1Br)Nc1ccc2c(c1)OCCCO2
  -0.2%	2.6%	-61%	i	0.4	-108%	i	21	15%	3.8	49	-81%
CC1(C)CC2CC(C)(CN2Cc2cccc([N+](=O)[O-])c2)C1 (configuration not stated)
  -0.3%	-3.4%	-31%[20 µM]	i	0.2	-5%	i	55	-24%	0.8	62	-31%
COc1ccc(OC)c2nc(-c3ccc4c(c3)OCO4)ccc12
  -0.1%	-7.3%	6%	i	0.5	-143%	i	50	-1%	5.6	76	-2%
CCOC(=O)C1(Cc2ccc(Cl)cc2)CCN(C(=O)C2CCCO2)CC1 (configuration not stated)
  -0.3%	0.1%	-25%	i	0.5	9%	i	48	11%	0.5	29	-44%
CCN(CC)CCCN(Cc1cc2cc3c(cc2[nH]c1=O)OCO3)C(=S)NCCOC
  0.0%	-2.2%	-32%[20 µM]	i	0.8	6%	i	38	2%	1.0	71	-11%
COc1ccc(Cl)cc1N(CC(=O)N/N=C/c1ccc(OCC(N)=O)cc1)S(C)(=O)=O
  -0.1%	2.8%	-4%[20 µM]	i	0.8	4%	i	48	-2%	0.2	56	-15%
O=C1C(Cc2c[nH]c3ccccc23)NC(=S)N1Cc1ccccc1 (configuration not stated)
  -0.1%	·	-9%[20 µM]	i	0.5	23%	i	54	13%	-0.1	33	-23%
CCOc1ccc(C(=O)NCC(=O)NCC2CCCCC2)cc1OCC
  -0.1%	7.2%	-1%	i	0.8	12%	i	34	-9%	-0.6	35	-23%
O=c1[nH]c2ccccc2nc1-c1ccccc1
  -0.1%	-0.5%	-17%	i	0.1	-27%	i	18	5%	0.7	51	-1%
O=C(c1ccc(Cl)c(S(=O)(=O)N2CCOCC2)c1)N1CCOCC1
  ·	-0.5%	-23%	i	0.6	7%	i	16	-10%	-0.3	52	-51%
Cc1ccc(Nc2nc(N)nc(CN3CCN(c4ccccc4F)CC3)n2)cc1
  -0.1%	1.8%	-14%	i	0.8	-1%	i	59	-4%	-1.1	89	-15%
CSc1ccccc1C(=O)NCc1ccc(F)cc1
  -0.1%	-7.4%	-16%[20 µM]	i	0.7	20%	i	59	4%	-0.9	84	-18%
O=C(Nc1nnc(S(=O)(=O)N2CCCC2)s1)c1ccccc1F
  -0.1%	-3.2%	-48%[20 µM]	i	1.9	16%	i	54	4%	2.3	57	-11%
CC1=C(C(=O)Nc2ccccc2)C(c2ccco2)C(C#N)=C(SCC(N)=O)N1 (configuration not stated)
  -0.1%	-7.3%	-5%	i	0.8	3%	i	44	-8%	3.0	50	30%
COC(=O)c1c(NC(=O)C(C)C)sc2c1C(C(=O)OC)CC2 (configuration not stated)
  -0.5%	-5.5%	17%	i	0.5	16%	i	24	-14%	3.6	82	-6%
Cc1sc2ncnc(Sc3ccccc3C(=O)Nc3ccccc3Cl)c2c1C
  -0.1%	-0.9%	28%	i	0.5	7%	i	8	26%	6.2	67	-1%
COc1cccc(COc2ccc3ccc(=O)oc3c2)c1
  0.0%	-4.2%	26%	i	0.2	-42%	i	61	4%	0.9	73	-8%
COC(=O)c1ccc2c(=O)n(CCN3CCOCC3)c(SCC(=O)C(C)(C)C)nc2c1
  -0.2%	-2.0%	4%	i	1.9	20%	i	30	-9%	10	76	10%
CN(CC(=O)Nc1ccc(Cl)cc1)C(=O)CNC(=O)c1ccc2ccccc2c1
  -0.1%	1.3%	-18%	i	4.6	-75%	i	24	12%	-0.4	76	-67%
CC(C)(C)c1ccc(C(=O)NC(=S)Nc2sc3c(c2C#N)CCC3)cc1
  -0.2%	-4.4%	32%	i	1.2	26%	i	43	5%	1.3	63	-14%
C=CCn1c(SCC(=O)N2CCOCC2)nc2scc(-c3ccco3)c2c1=O
  0.1%	-0.9%	-28%	i	1.9	-17%	i	49	-12%	1.7	62	-11%
Cc1cccc2c1N(C(=O)CN1C(=O)c3ccccc3C1=O)C(C)(C)c1ssc(=S)c1-2
  0.0%	3.0%	-11%	i	0.4	18%	i	32	0%	0.0	64	56%
Cc1ccc(OCc2nnc(SCc3ccc(C#N)cc3)n2-c2ccc(C)cc2)cc1
  0.0%	-1.0%	16%	i	14	6%	i	8	6%	3.7	51	21%
CCOc1ccc(C2C(C(=O)c3ccc(C)o3)=C(O)C(=O)N2CCN2CCOCC2)cc1OC (configuration not stated)
  -0.2%	-2.6%	12%	i	2.8	3%	i	40	3%	-0.1	63	16%
O=C1/C(=C\c2cccc(O)c2O)SC(=S)N1Cc1ccccc1
  0.2%	-3.6%	-64%	i	1.2	8%	i	58	3%	8.7	51	-20%
COc1ccc(S(=O)(=O)N(C)CC(=O)N2CCN(Cc3ccccc3)CC2)cc1C
  -0.2%	1.1%	-43%	i	6.5	9%	i	35	-2%	-0.3	54	-8%
COC(=O)c1ccccc1NC(=O)Nc1ccc(C(=O)N2CCCC2)cc1
  -0.1%	2.8%	-42%	i	0.7	14%	i	27	-6%	1.3	81	3%
Cc1ccc(C)c(S(=O)(=O)Nc2ccc(O)c(C(=O)O)c2)c1
  -0.2%	-3.9%	-16%	i	0.1	11%	i	61	-6%	-0.4	56	-24%
CCOc1ccc(C2CC(c3cccc(OC)c3)n3nc(N)nc3N2)cc1 (configuration not stated)
  -0.3%	-3.5%	17%	i	3.3	10%	i	65	10%	2.1	49	-27%
CCC(=O)N(CCc1ccc(OC)c(OC)c1)Cc1cc2ccc(C)cc2n2nnnc12
  0.3%	-4.3%	-23%[20 µM]	i	0.6	-1%	i	54	2%	1.8	42	-43%
Cc1ccc(NS(=O)(=O)c2cc(C(=O)NCc3ccncc3)ccc2C)cc1
  -0.1%	2.6%	-8%	i	0.5	8%	i	64	7%	1.2	62	-28%
